HEK293 viab: cell viability loss counter-screen; 150,000 tested, 0.12% active; AID 1671193; HEK-293-SNCA-luc viability, GF-AFC fluorescence, 24 h; Potency, µM (doses to about 57.1 µM), without a hit: top-dose activity change, negative = cytotoxicity, usual class: cytotoxic;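 note: potency is the fitted concentration of half-maximal effect; 0% = DMSO-treated cells and -100% = medium-only wells without cells; nearly all actives have a fitted effect of over 30% in size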
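Cytotoxicity counterscreen: after 24 h compound treatment of genome-edited SNCA-luciferase HEK-293 cells, live-cell protease substrate GF-AFC read by fluorescence after 30 min; activity scaled between DMSO (0%) and medium-only (-100%), curves Hill-fitted.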
GPT2 inh: inhibitors of human GPT2 alanine aminotransferase; Recombinant GPT2, coupled pyruvate oxidase/HRP Amplex Red fluorescence; 100,000 tested, 0.25% active; Potency, µM (titrated, usually from 57.7 µM), inactives show top-dose activity change, negative = inhibition, usual class: inhibitors; Q8TD30; note: potency is the fitted concentration of half-maximal effect; nearly all actives have a fitted effect of over 60% in size; many of its hits are not listed in these tables
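Inhibition is scored from Amplex Red fluorescence generated when pyruvate oxidase and HRP act on pyruvate released by GPT2. Reactions contain 10ng/uL enzyme, 250uM a-KG and 2mM L-alanine and run 30 min at room temperature.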
HEK cytotox: cytotoxic compounds in HEK 293 cells; HEK 293 viability, ATP luminescence (CellTiter-Glo), 48-72 h; Potency, µM (series often up to 115 µM), for inactives: at the top dose activity change, negative = cytotoxicity, actives largely listed as inhibitors; 94,000 tested, 6.6% active; note: potency is the fitted concentration of half-maximal effect; nearly all actives have a fitted effect of over 60% in size
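Viability of HEK 293 cells, plated at 250 cells/well, was judged by cellular ATP after compound treatment for 48 or 72 hr. Luminescence was imaged 10 min after CellTiter-Glo addition at room temperature.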
IP6K1 inhibitor: IP6K1 kinase inhibition | Q92551 | IP6K1 kinase, ADP-Glo luminescence, 2 h; active compounds read low | activity change, % (series mostly up to about 58 µM) | 140,000 tested, 0.81% active | AID 1645851; in the data active = activity change below about -25%
Target sequence (Q92551 whole entry, looked up): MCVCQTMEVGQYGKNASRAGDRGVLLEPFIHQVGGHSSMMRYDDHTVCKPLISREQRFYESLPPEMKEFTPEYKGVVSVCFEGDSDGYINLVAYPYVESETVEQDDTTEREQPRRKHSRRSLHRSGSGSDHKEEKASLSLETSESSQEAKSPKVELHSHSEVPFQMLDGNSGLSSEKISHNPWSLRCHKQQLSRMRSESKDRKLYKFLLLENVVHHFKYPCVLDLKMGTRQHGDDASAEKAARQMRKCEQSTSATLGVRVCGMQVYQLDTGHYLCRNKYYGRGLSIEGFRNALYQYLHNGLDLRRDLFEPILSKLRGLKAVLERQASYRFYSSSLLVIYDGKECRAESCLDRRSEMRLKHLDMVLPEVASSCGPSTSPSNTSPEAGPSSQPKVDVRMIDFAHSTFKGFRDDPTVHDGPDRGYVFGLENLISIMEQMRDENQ
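ADP-Glo luminescence measures ADP made by human IP6K1 during a 2 h RT reaction with ATP/IP6 (mix at 1.3 mM/130 uM); top library doses 57.5 and 19.1 uM final.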
SNCA expr inhib: SNCA gene expression inhibition; HEK-293 SNCA-luciferase knock-in, luminescence, 24 h; Potency, µM (top dose mostly 57.2 µM), without a hit: at the top dose activity change, negative = inhibition, actives largely listed as inhibitors; 140,000 tested, 0.17% active; AID 1671194;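 note: potency is the fitted concentration of half-maximal effect; plate controls were DMSO cells for no effect and cell-free wells for full effect; nearly all actives have a fitted effect of over 45% in size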
FLuc inh: inhibitors of firefly (Photinus pyralis) luciferase; P08659; purified P. pyralis luciferase, luminescence, biochemical; Potency, µM (series often up to 115 µM), without a hit: top-dose activity change, negative = inhibition, most hits filed as inhibitors; 76,000 tested, 2.5% active; note: potency is the fitted concentration of half-maximal effect; nearly all actives have a fitted effect of over 65% in size
Target sequence (P08659 whole entry, looked up): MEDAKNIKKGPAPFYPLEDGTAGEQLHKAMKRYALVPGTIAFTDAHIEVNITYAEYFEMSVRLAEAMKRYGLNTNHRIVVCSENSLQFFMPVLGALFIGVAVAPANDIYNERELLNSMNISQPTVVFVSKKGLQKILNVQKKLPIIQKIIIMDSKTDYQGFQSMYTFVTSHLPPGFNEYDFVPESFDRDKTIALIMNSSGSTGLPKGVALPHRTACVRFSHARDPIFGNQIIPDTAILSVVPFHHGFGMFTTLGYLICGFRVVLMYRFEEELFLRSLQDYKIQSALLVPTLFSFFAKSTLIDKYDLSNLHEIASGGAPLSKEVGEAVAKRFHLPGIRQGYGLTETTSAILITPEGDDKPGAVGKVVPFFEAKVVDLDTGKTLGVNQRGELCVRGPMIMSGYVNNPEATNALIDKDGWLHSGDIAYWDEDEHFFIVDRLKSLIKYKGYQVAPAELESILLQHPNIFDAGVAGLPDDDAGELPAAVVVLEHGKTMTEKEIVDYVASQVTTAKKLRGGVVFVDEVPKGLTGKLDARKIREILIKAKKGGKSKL
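Cell-free enzyme assay, 10nM P. pyralis luciferase, luciferin and ATP each at 10uM. Inhibition profiled over a 6-point titration, read as luminescence.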
NIH3T3 tox: kills NIH 3T3 cells; NIH 3T3 viability, CellTiter-Glo ATP luminescence, 48-72 h; Potency, µM (highest dose often 96.7 µM), without a hit: at the top dose activity change, negative = cytotoxicity, hits mostly inhibitors; 94,000 tested, 4.3% active; AID 1345082; note: potency is the fitted concentration of half-maximal effect; nearly all actives have a fitted effect of over 55% in size
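ATP-dependent luminescence (CellTiter-Glo) served as the viability signal for NIH 3T3 cells treated with compound for 48 or 72 hr at 37 °C.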
Numbers without * were called inactive; i = inactive; ? = inconclusive; . = not tested or not shown; & = joins results of further samples; [ ] = remark or other dose. Unless noted, calls come from the whole dose curve; as a rule, active = well fitted curve in the direction sought with a large enough effect; inconclusive = small, poorly fitted or top-dose-only effect, or another doubt; inactive = no such curve, though single readings can be large; an effect the other way counts as inactive or inconclusive. Unless noted, % is set by controls: 0 for no effect and ±100 for the full control effect. Not all compounds are listed, so the mix of outcomes need not match the whole.

Keys – A = HEK293 viab; B = GPT2 inh; C = HEK cytotox; D = IP6K1 inhibitor; E = SNCA expr inhib; F = FLuc inh; G = NIH3T3 tox
COc1ccccc1-n1c(=O)c(C(=O)N2CCN(C(=O)C(C)(C)C)CC2)nc2cccnc21
  A: 2.3%	B: i	C: -4.3%	D: -1.2	E: -12.1%	F: .	G: 2.4%

Cc1cccc(OCC(=O)c2ccc3c(c2)N(C(C)C(=O)NCC2CCCO2)C(=O)CO3)c1C (stereo unspecified)
  A: 3.7%	B: 2.8%	C: ?	D: 4.9	E: 1.4%	F: -15.9%	G: -16.5%

COc1ccc(S(=O)(=O)Nc2ccc(O)c(Sc3nc4ccccc4s3)c2)cc1
  A: -14.6%	B: .	C: .	D: 6.6	E: -26.4%	F: .	G: .

O=C(Cc1c[nH]c(=O)[nH]c1=O)NCc1cccnc1Oc1ccccc1F
  A: 3.2%	B: 4.1%	C: -2.4%	D: 4.2	E: 20.2%	F: 0.7%	G: 3.8%

CCOC(=O)c1ccc2c(c1)sc1nc(-c3ccc(OCC)cc3)cn12
  A: -5.3%	B: .	C: .	D: 19.1	E: 26.2%	F: .	G: .

COc1ccc(CN(C)C(C)c2cccs2)cc1 (stereo unspecified)
  A: 8.8%&21.2%[87.6 µM]	B: i	C: -17.2%&-26.4%[172 µM]	D: 2.5&4.7	E: ?	F: -4.0%&-5.5%[172 µM]	G: ?

O=C(O)COCC(=O)N1C[C@@H]2C[C@H](C1)c1c(-c3ccc(OC(F)(F)F)cc3)ccc(=O)n1C2
  A: 14.7%	B: 4.9%	C: -10.9%	D: 12.5	E: -13.7%	F: -7.5%	G: -23.8%

CC(=O)N1C[C@@H]2CCCN3CCC[C@@H]([C@H]23)[C@H]1CCCC(=O)NCCCN1CCOCC1
  A: -4.8%	B: -0.3%	C: 3.7%	D: -2.4	E: -12.2%	F: 11.6%	G: i

CC1CCN([C@@H]2[C@H](O)[C@H](CO)O[C@@H]2CNC(=O)c2ccc(F)c(Cl)c2)CC1
  A: 4.7%	B: -8.8%	C: -19.8%	D: -3.6	E: 13.3%	F: -2.8%	G: -7.8%

CSc1ccc(NC(=O)N2CCc3nc4cc(-c5ccccc5)[nH]n4c(=O)c3C2)cc1
  A: 8.8%	B: i	C: ?	D: 9.3	E: ?	F: ?	G: ?

CCn1c(C2CCCN(C(=O)NCc3ccc(OC)cc3)C2)nn(C)c1=O (stereo unspecified)
  A: 3.3%	B: -0.5%	C: 7.1%	D: -2.5	E: ?	F: -0.3%	G: 0.3%

O=C1CC(c2ccccc2)N(C(=O)COc2ccc(F)cc2)CCCCCCN1 (stereo unspecified)
  A: -27.1%	B: i	C: -26.8%	D: 33.1	E: 10.4%	F: -1.1%	G: ?

CCCCCCCCCCCCCCCC[N+](C)(C)CC
  A: -3.3%[23.9 µM]	B: -1.8%	C: .	D: -1.9	E: -26.4%[25.6 µM]	F: .	G: .

COc1ccc(CCC(=O)N2CCCN(C)c3ccccc32)cc1
  A: -5.0%	B: -12.6%	C: ?	D: -0.3	E: 32.0%[activator]	F: -10.7%	G: -14.6%

Cn1ncc(N2CCC(NC(=O)CC3CCCC3)CC2)cc1=O
  A: 17.0%	B: -0.6%	C: i	D: 12.9	E: 7.7%	F: -4.9%	G: i

CNC(=O)[C@@H]1CCCN1C(=O)c1cccc(-c2ccccc2OC)c1
  A: 6.1%[12.5 µM]	B: i	C: -14.9%[172 µM]	D: -5.4	E: 2.4%[87.6 µM]	F: .	G: -22.2%[138 µM]

O=C(c1cnccn1)N1C[C@@H]2OCC(=O)N(c3ccccc3)[C@@H]2C1
  A: 2.0%[87.6 µM]	B: 0.9%[88.5 µM]	C: 3.4%[172 µM]	D: 7.6	E: 60.6%[activator][87.6 µM]	F: -5.2%[172 µM]	G: 2.5%[174 µM]

Cc1ccc(S(=O)(=O)N[C@H]2CO[C@H]3[C@@H]2OC[C@@H]3n2nnnc2Oc2ccc(-n3cncn3)cc2)cc1
  A: 13.0%	B: -9.9%	C: -23.2%	D: 1.3	E: 5.8%	F: 3.9%	G: ?

N#Cc1cccnc1-c1ccc(C(=O)N2CCC(NC(=O)Nc3ccccc3)CC2)cc1
  A: 2.3%[12.5 µM]	B: 3.3%	C: ?	D: -1.5	E: 17.4%	F: .	G: ?

CN1C(=O)C2(CCN(C(=O)c3ccc(Cl)cc3)C2)c2ccccc21 (stereo unspecified)
  A: 2.6%	B: -1.2%	C: -26.6%	D: -5.1	E: -10.9%	F: .	G: ?

COc1ccc(NC(=O)[C@@H]2C[C@H](c3cccc(C(F)(F)F)c3)N(Cc3cnn(C)c3)C2)cc1
  A: ?	B: 0.2%	C: ?	D: 8.2	E: -1.0%	F: 2.6%	G: ?

COc1ccc(Cn2c(C3CCN(C(=O)Cc4ccsc4)CC3)n[nH]c2=O)cc1
  A: -3.0%	B: -4.6%	C: 10.6%	D: -11.0	E: -9.8%	F: -2.8%	G: -9.3%

O=C(NCc1c[nH]c2ncccc12)c1ccncc1
  A: 6.0%[87.6 µM]	B: ?	C: -17.0%[172 µM]	D: 23.2	E: -18.2%[87.6 µM]	F: -1.9%[172 µM]	G: -27.8%[138 µM]

Cc1ccc(-c2ccccc2CN2CCN(C(=O)c3cccc(Cl)c3)CC2)cc1Cl
  A: -4.9%[12.5 µM]	B: i	C: ?	D: -7.2	E: -14.3%	F: .	G: ?

Cc1ccc(-c2nc(C3CC(=O)N(c4ccc(F)cc4)C3)no2)cc1C (stereo unspecified)
  A: -19.4%	B: i	C: ?	D: 11.0	E: ?	F: -4.8%	G: ?

Cc1cc(C)cc(NC(=O)CSc2nncn3c2cc2occc23)c1
  A: -0.7%	B: .	C: .	D: 6.7	E: 1.9%	F: .	G: .

CC(c1cccs1)N(C)Cc1cccn1C (stereo unspecified)
  A: 15.9%[87.6 µM]	B: 4.4%[88.5 µM]	C: i	D: 0.5	E: 24.6%[87.6 µM]	F: -3.3%[172 µM]	G: i

CCC(C)Nc1oc(-c2ccc(COc3ccc(Cl)cc3)o2)nc1C#N (stereo unspecified)
  A: -9.7%	B: .	C: .	D: 5.5	E: -17.9%	F: .	G: .

O=C(CSc1nnc2[nH]c(=O)cc(-c3ccccc3)n12)Nc1cc(C(F)(F)F)ccc1Cl
  A: 6.4%	B: .	C: .	D: -6.7	E: ?	F: .	G: .

COC(=O)c1c(SCC(=O)Nc2ccccc2C(F)(F)F)[nH]c2ccc(Cl)cc2c1=O
  A: 9.9%	B: .	C: .	D: -0.5	E: -3.6%	F: .	G: .

CCOc1ccc(C2NC(=O)N(CC3CC3)C3=C2C(=O)OC3)cc1 (stereo unspecified)
  A: 7.1%	B: -2.5%	C: 3.0%	D: -2.6	E: 6.9%	F: 0.0%	G: -22.2%

CCOc1ccc(NC(=O)C2CC(=O)N(c3n[nH]c4cc(Br)ccc34)C2)cc1 (stereo unspecified)
  A: 2.3%	B: i	C: 4.2%	D: 4.3	E: -6.0%	F: 1.3%	G: i

COc1cc(Nc2nc(-c3ccccc3)no2)cc(OC)c1OC
  A: -3.9%	B: -17.0%	C: ?	D: -4.8	E: 174.2%[activator]	F: 31.6µM*	G: ?

O=C(NC1CCCN(c2cc(-c3ccc(F)cc3)[nH]n2)C1)c1ccc2nc[nH]c2c1 (stereo unspecified)
  A: ?	B: -25.7%	C: ?	D: 18.6	E: ?	F: 15.8µM*	G: ?

COc1ccc(OC)c(CCNC(=O)CCCn2c(=O)c3cccn3c3cccnc32)c1
  A: -7.1%	B: .	C: .	D: 23.9	E: 11.1%	F: .	G: .

CN1CCCC1c1nc(C2CN(C(=O)CCCc3nc4ccccc4[nH]3)C2)no1 (stereo unspecified)
  A: 2.8%[12.5 µM]	B: i	C: 3.7%	D: 24.6	E: ?	F: 2.8%	G: 0.0%

Cn1cc(C(=O)O)c(=O)c2cc(S(=O)(=O)N3CCCCC3)ccc21
  A: 1.4%	B: .	C: .	D: -11.3	E: -1.9%	F: .	G: .

CC(C)c1noc(C2Cc3ccccc3N2C(=O)NC2CCCC2)n1 (stereo unspecified)
  A: -12.6%	B: -0.7%	C: -23.2%	D: 23.5	E: -8.8%	F: -7.3%	G: 31.6µM*

O=C(c1ccc(Cl)nc1)N1CCn2c(nnc2-c2ccccc2)C1
  A: 8.0%[87.6 µM]	B: 3.9%[88.5 µM]	C: -3.5%[172 µM]	D: -1.4	E: -0.9%[87.6 µM]	F: 6.9%[172 µM]	G: -13.7%[138 µM]

O=C(Cn1ccn2nc3c(c2c1=O)CCCCC3)NCc1ccc(Cl)cc1
  A: -10.9%	B: -12.5%	C: 10.8%	D: 28.7	E: -8.0%	F: 1.9%	G: i

Cc1cccc(Cn2c(=O)n(CC3CCC(C(=O)N4CCOCC4)CC3)c(=O)c3sccc32)c1 (stereo unspecified)
  A: -11.7%	B: .	C: .	D: -9.5	E: -1.7%	F: .	G: .

C[C@@H]1O[C@@H](O[C@@H]2[C@@H](O)[C@@H](O)[C@H](O[C@@H]3[C@@H](O)[C@@H](O[C@]4(CO)O[C@H](CO)[C@@H](O)[C@@H]4OC(=O)/C=C/c4ccc(O)cc4)O[C@H](CO)[C@H]3OC(=O)/C=C/c3ccc(O)cc3)O[C@H]2C)[C@H](O)[C@H](O)[C@H]1O
  A: 6.5%[12.5 µM]	B: 4.1%[17.1 µM]	C: .	D: -14.8	E: .	F: .	G: .

C=C1C(=O)OC2C1CCC1(C)C(O)CC=C(C)C21 (stereo unspecified)
  A: -19.4%	B: ?	C: .	D: 23.5	E: .	F: .	G: .

CCOC(=O)C1CCCN(C(=O)c2nc3sccn3c2-c2cccc(C#N)c2)C1 (stereo unspecified)
  A: -3.4%	B: i	C: ?	D: 2.1	E: 31.0%[activator]	F: .	G: -22.8%

O=C(c1ccc(F)cc1)N1CCC(C(=O)N2CCCC(c3nc4ccncc4[nH]3)C2)CC1 (stereo unspecified)
  A: -6.8%	B: i	C: i	D: 2.8	E: 12.8%	F: .	G: -10.4%

COc1ccc(C(=O)N2[C@@H]3CC[C@H]2CC(NC(=O)c2ccncc2)C3)c(OC)c1 (stereo partly specified)
  A: 4.3%	B: -31.1%	C: -6.7%	D: 11.2	E: 2.1%	F: -10.4%	G: -1.4%

COc1ccc(CCNC(=O)[C@@H](C)C2CC[C@@]3(C)CC[C@H](NC(=O)c4ccncc4)[C@@H](C)[C@@H]3[C@H]2O)cc1OC (stereo partly specified)
  A: 5.3%	B: 2.6%	C: -14.2%	D: -6.3	E: 7.9%	F: -13.6%	G: -19.3%

Complete entries, looked up by structure. Screens in order: HEK293 viab	GPT2 inh	HEK cytotox	IP6K1 inhibitor	SNCA expr inhib	FLuc inh	NIH3T3 tox
Listed for Cc1cccc(Cn2c(=O)n(CC3CCC(C(=O)N4CCOCC4)CC3)c(=O)c3sccc32)c1 (stereo unspecified) → -11.7%	.	.	-9.5	-1.7%	.	.
Listed for C[C@@H]1O[C@@H](O[C@@H]2[C@@H](O)[C@@H](O)[C@H](O[C@@H]3[C@@H](O)[C@@H](O[C@]4(CO)O[C@H](CO)[C@@H](O)[C@@H]4OC(=O)/C=C/c4ccc(O)cc4)O[C@H](CO)[C@H]3OC(=O)/C=C/c3ccc(O)cc3)O[C@H]2C)[C@H](O)[C@H](O)[C@H]1O → 6.5%[12.5 µM]	4.1%[17.1 µM]	.	-14.8	.	.	.
